# RT RNaseH block: inhibitors of HIV-1 reverse transcriptase RNase H | P04585 | RT-RNase H RNA/DNA duplex cleavage, fluorescence | inhibition, % at 10 µM | 65,000 compounds, 1.9% hits; in the data active = inhibition above about 50%
# RmlC RmlD mix: RmlC/RmlD inhibition, mixture screen; RmlC/RmlD coupled enzyme inhibition, 384-well mixture HTS; inhibition, % at 5.5 µM; 110,000 compounds, 0.39% hits; AID 1532; in the data active = inhibition above about 30%, passing the limit was not always enough; inconclusive = no clear call, values can overlap the other calls; note: strong numbers were not always called active
# Starred values were filed as active, the others as inactive; ? = inconclusive; . = not tested or not shown. This is a subset; the hit share may differ from the screen's.
# The line under a structure holds: RmlC RmlD mix | RT RNaseH block
CCN1C(=O)c2ccc(C(=O)NCc3ccc4c(c3)OCO4)cc2C1=O
    -12 | .
C/C(=N\O)C1(C)N(O)C(C)(C)C(c2ccco2)=[N+]1[O-] (configuration not stated)
    . | 2
CC(=O)Nc1ccc(S(=O)(=O)N2CCN(Cc3ccccn3)CC2)cc1
    12 | .
CCOC(=O)C1=C(N)OC2=C(C(=O)CC(C)(C)C2)C1c1ccco1 (configuration not stated)
    -3 | -5
O=C(CSc1nnc(Cc2cc(=O)[nH]c(=O)[nH]2)n1-c1ccc(Cl)cc1)NCC1CCCO1 (configuration not stated)
    -5 | -5
O=c1nc(NCc2ccco2)sc2ncccc12
    1 | -2
Nc1nnc(SCC(=O)Nc2ccccc2N2CCOCC2)s1
    . | -4
Cc1cc(C)nc(Sc2ccc3nnnn3n2)n1
    -4 | -4
C=CCn1c(O)c(C(C)=NCc2cccnc2)c(=O)[nH]c1=O
    47 | -10
CCN(CC)C(=O)C1CC(=O)N(c2ccc(OC)cc2)C1c1ccc(OC)cc1 (configuration not stated)
    -13 | .
CCC(=Nc1cc(OC)ccc1OC)c1c(O)[nH]c(=O)[nH]c1=O
    -1 | .
Cc1c(NC(=O)c2cccc(NC(=O)c3ccco3)c2)cccc1C(=O)O
    -1 | 3
Cn1nnc2cc(C(=O)Nc3cccnc3)ccc21
    -9 | -7
CCOC(=O)N1CCC(NC(=O)c2cccc3c2C(=O)N(CCOC)C3)CC1
    7 | -2
O=C1c2ccccc2-n2c1nc1ccccc1c2=O
    -10 | .
Cc1ccc(S(=O)(=O)CC(=O)Nc2ccc(S(=O)(=O)Nc3onc(C)c3C)cc2)cc1
    -11 | 3
CC(C)/C=C1\CCCCC1N(C)C(=O)NC(C)C (configuration not stated)
    -9 | -4
CC(=O)C1C(c2cccc(F)c2)NC(=O)NC1(O)C(F)(F)F (configuration not stated)
    . | -15
CC(=O)Nc1ccc(S(=O)(=O)N2CCN(C(=O)c3ccccc3F)CC2)cc1
    33 | .
CCCNC(=O)CCc1c(C)nc2nc(-c3cc(OC)cc(OC)c3)nn2c1C
    -14 | .
NC(=O)C1CCN(C(c2ccccc2)c2nnnn2C2CCCC2)CC1 (configuration not stated)
    -18 | .
COC(=O)C1CSc2[nH]c(=O)sc2C1c1ccc(OC)c(OC)c1 (configuration not stated)
    6 | .
Cc1cccc(Oc2ncnc3onc(C)c23)c1C
    6 | .
CNc1nc(SCc2ccccc2Cl)nc2c1CCCC2
    7 | .
CC(=NCC1CCCO1)c1c(O)n(-c2ccc(C)cc2)c(=O)[nH]c1=O (configuration not stated)
    -13 | .
CC1CC1C(=O)Nc1nc(-c2ccccc2)cs1 (configuration not stated)
    -11 | .
COc1ccc(S(=O)(=O)N2CCCC2C(=O)Nc2nc3c(s2)CCCC3)cc1 (configuration not stated)
    -15 | -1
O=c1cc(-c2ccccc2Cl)oc2c([N+](=O)[O-])c(O)cc(O)c12
    7 | .
COc1ccc(CCC(=O)NCc2cnn(C)c2)cc1
    16 | -3
Cc1ccc(-c2cc(C(=O)N/N=C/c3c(C)nn(C)c3C)c3ccccc3n2)cc1C
    7 | .

# 3 entries from above, ordered by formula weight, highest first:
# The line under a structure holds: RmlC RmlD mix | RT RNaseH block
Cc1ccc(-c2cc(C(=O)N/N=C/c3c(C)nn(C)c3C)c3ccccc3n2)cc1C
    7 | .
CC(=O)Nc1ccc(S(=O)(=O)N2CCN(Cc3ccccn3)CC2)cc1
    12 | .
C/C(=N\O)C1(C)N(O)C(C)(C)C(c2ccco2)=[N+]1[O-] (configuration not stated)
    . | 2

# Given with bars between the fields: 2 of the compounds above
structure | RmlC RmlD mix | RT RNaseH block
Cc1ccc(S(=O)(=O)CC(=O)Nc2ccc(S(=O)(=O)Nc3onc(C)c3C)cc2)cc1 | -11 | 3
CC(C)/C=C1\CCCCC1N(C)C(=O)NC(C)C (configuration not stated) | -9 | -4

# The list continues.
# The line under a structure holds: RmlC RmlD mix | RT RNaseH block
CCc1cccc(OCCOCCN2CCCC2)c1
    6 | .
CN1C(=O)C(CC(N)=O)N(NC(=O)c2ccc(Cl)cc2)C1=S (configuration not stated)
    20 | .
COc1cc(/C=N\N=C2/SC(CC(=O)O)C(=O)N2c2ccc(O)cc2)ccc1O (configuration not stated)
    -2 | .
Cc1ccc2c(c1)C(c1ccncc1)=NNC(c1ccc(C(C)C)cc1)=N2
    7 | .
O=C(CCC(=O)c1cccs1)NCc1ccc(Cl)cc1
    19 | .
COc1cc(CN2CCSCC2)cc(OC)c1OC
    9 | -2
O=C(c1cccs1)N1CCC(c2ccccc2)C1 (configuration not stated)
    14 | -18
COP(=S)(OC)SCN1C(=O)c2ccccc2C1=O
    57 | -1
O=C(O)C1CCCN1S(=O)(=O)c1ccc2[nH]c(=O)c(=O)[nH]c2c1 (configuration not stated)
    -7 | -3
CC1CCCC(C)N1C(=O)c1cc(F)c(F)cc1Cl (configuration not stated)
    0 | 2
Cc1ccc(NS(=O)(=O)c2ccc3c(c2)c(=O)n(C)c(=O)n3C)cc1F
    -11 | -10
COC(=O)c1ccc(NC(=O)CNC(=O)C2CCCCC2)c(C)c1
    4 | -4
Cc1ccc(S(=O)(=O)N2CCC(C(=O)NCc3ccncc3)CC2)cc1
    85 | .
CC1(C)Cc2c(sc3c2C(=O)NC(c2cccnc2)N3)CO1 (configuration not stated)
    10 | 54*
CCCCn1c(SCn2nnc3ccccc3c2=O)nc2cc(S(N)(=O)=O)ccc21
    -11 | .
Cc1ccc(C)c(NC(=O)Cn2nnc(C(=O)NCc3cccs3)c2N)c1
    -11 | .
CN(c1cccc(NC(=O)CSc2ccc(Cl)cc2)c1)S(C)(=O)=O
    6 | .
Cc1cc2c(C)nc(Cc3ccccc3)nc2o1
    0 | -26
CCN(C(=O)c1cccc(F)c1)c1ccccc1C
    -8 | -3
c1csc(CN2CCN(Cc3cccs3)C2c2cccs2)c1
    -15 | 1
O=C(CSc1nc2cc(Cl)ccc2s1)N1CCN(C(=O)c2ccco2)CC1
    6 | 3
Cc1nc2c(cc(Oc3ccc(S(=O)(=O)N4CCOCC4)cn3)c3ccsc32)s1
    -30 | -3
Cc1cccc(C)c1-n1nnnc1S(=O)(=O)Cc1ccccc1Cl
    -8 | -57
COc1ccc(OCc2nnc(SCC(=O)O)n2N)cc1
    5 | -6
Cc1nnc(SCc2ccccc2F)n1NCc1cccs1
    18 | -26
N#Cc1cccc(C(c2nnnn2C2CCCC2)N2CCC(Cc3ccccc3)CC2)c1 (configuration not stated)
    42 | .
COP(=O)(OC)C(NC(=O)C(C)(C)C)=C(Cl)Cl
    2 | .
COc1ccc(Cn2c(C)nc3c(c2=O)c2nc4ccccc4nc2n3Cc2ccco2)cc1
    . | 81*
Cn1c(=O)c2c(nc(SCC(=O)NC3CCCCC3)n2C)n(C)c1=O
    . | -8
N[C@@H](CO)c1cn([C@@H](Cc2cc3ccccc3[nH]2)C(=O)N2CCNCC2)nn1
    -8 | .

# Structures from the list above that have an NH in an aromatic ring:
# The line under a structure holds: RmlC RmlD mix | RT RNaseH block
O=C(CSc1nnc(Cc2cc(=O)[nH]c(=O)[nH]2)n1-c1ccc(Cl)cc1)NCC1CCCO1 (configuration not stated)
    -5 | -5
C=CCn1c(O)c(C(C)=NCc2cccnc2)c(=O)[nH]c1=O
    47 | -10
CCC(=Nc1cc(OC)ccc1OC)c1c(O)[nH]c(=O)[nH]c1=O
    -1 | .
COC(=O)C1CSc2[nH]c(=O)sc2C1c1ccc(OC)c(OC)c1 (configuration not stated)
    6 | .
CC(=NCC1CCCO1)c1c(O)n(-c2ccc(C)cc2)c(=O)[nH]c1=O (configuration not stated)
    -13 | .
O=C(O)C1CCCN1S(=O)(=O)c1ccc2[nH]c(=O)c(=O)[nH]c2c1 (configuration not stated)
    -7 | -3
N[C@@H](CO)c1cn([C@@H](Cc2cc3ccccc3[nH]2)C(=O)N2CCNCC2)nn1
    -8 | .

# Next entries
# The line under a structure holds: RmlC RmlD mix | RT RNaseH block
COc1ccccc1Nc1nnc(C)c(=O)[nH]1
    3 | .
CC(=O)c1cc(NC(=O)c2ccccc2)c(=O)oc1/C=C/N(C)C
    11 | .
COc1ccccc1N1CCN(C(=O)CN(Cc2ccc(Cl)cc2)S(C)(=O)=O)CC1
    14 | -1
Cc1nn(CC(=O)Nc2ccc3c(c2)oc2ccccc23)c(=O)c2ccccc12
    . | 4
Cc1cccc(N2CCN(S(=O)(=O)c3ccc4c(c3)CCN4C(=O)CCC(=O)O)CC2)c1C
    -59 | -8
COc1ccc2nc(NC(=O)CCc3nc(C4=CCN(C)CC4)no3)sc2c1
    8 | -3
COc1cc2c(cc1OC)C1=C(C#N)CCC(=NC(=O)c3ccc(Cl)cc3)N1CC2
    -8 | .
COc1ccccc1C(=O)n1nc(-c2cccnc2)nc1N
    10 | -23
CCCOCC1CC2(CC(C)(c3csc(N)n3)OC2=O)C(=O)O1 (configuration not stated)
    -17 | .
c1ccc2c(c1)ncn2-c1ncnc2sc3c(c12)CCCC3
    11 | .
O=C(c1cccs1)N(Cc1ccco1)c1nc(-c2ccc(F)cc2)cs1
    4 | .
O=C(NCCc1ccco1)c1nn(Cc2ccccc2)c(=O)c2ccccc12
    ? | -15
O=C(c1ccccc1Br)N1CCN(c2ccccc2)CC1
    6 | -2
O=c1[nH]c(=O)n(C2CCCCCC2)c(O)c1C=NC1CCN(Cc2ccccc2)CC1
    2 | 7
O=c1oc2ccccc2c(N2CCCCC2)c1CN1CCCCC1
    -11 | -9
CC(C)NC(=O)NS(=O)(=O)c1cnccc1N1CCCCC1
    8 | .
O=C(CCC(=O)c1cccs1)OCc1nc2ccccc2s1
    -9 | -44
CS(=O)(=O)N1CCN(C(=O)c2cc(-c3cccs3)nc3ccccc23)CC1
    25 | -6
Cc1ccc(Cn2ccc(=O)c(OCc3c(Cl)cccc3Cl)c2C)cc1
    29 | .
CCC1CCCCN1CCCNC(=O)c1ccc(CS(=O)(=O)Cc2ccccc2F)o1 (configuration not stated)
    . | -6
Fc1ccc(CNc2ncnc3c2cnn3-c2ccccc2)cc1
    -136 | -6
CCCCCC(=O)Nc1ccc2oc(-c3cccnc3)nc2c1
    -14 | 2
COC(=O)C1=C(C(=O)OC)[C@@H]2N(C)c3ccccc3[C@@]23C[C@@H](CO)N(C(=O)c2cccs2)C3=N1
    -10 | .
COC(=O)C1=C(C)NC(=O)NC1C1CC=CCC1 (configuration not stated)
    4 | -10
CCOc1ccc(-n2cc(C(=O)NCc3ccco3)c3cc(OC)c(OC)cc3c2=O)cc1
    -7 | -1
COc1ccc(-c2noc(CSc3nc4ccccc4c(=O)n3-c3ccc(C)cc3)n2)cc1
    -40 | .
Cc1onc(-c2ccccc2Cl)c1C(=O)N1CCN(C(=O)c2ccco2)CC1
    -5 | 2
CCCc1cc(=O)[nH]c(SCCOC(=O)c2ccccc2)n1
    -12 | .
COc1ccc(CCCc2nnc(SCC(=O)Nc3cccc(C)c3)o2)cc1
    -8 | .
CCCn1c(N2CCN(C(=O)N3CCCCC3)CC2)nc2ccccc21
    -4 | -3
COc1ccc(OCC(=O)N2CCN(CC3CC4C=CC3C4)CC2)cc1 (configuration not stated)
    8 | -2
CC(Oc1ccc(F)cc1)C(=O)Nc1sc2c(c1C(=O)NCc1cccnc1)CCCC2 (configuration not stated)
    1 | .
FC(F)(F)C(Oc1nc(Nc2ccc(Cl)cc2)nc(N2CCOCC2)n1)C(F)(F)F
    -11 | .
Cc1cc(C(=O)OC2CCOC2=O)c2ccccc2n1 (configuration not stated)
    -11 | .
CCCCCCN=CC1=C(O)C(C(=O)OC)C(C)(C)CC1=O (configuration not stated)
    -6 | -3
O=C(c1ccc(F)cc1)C(CN1CCOCC1)c1ccccc1 (configuration not stated)
    -13 | -17
CCOc1cc(N2CCOCC2)c(OCC)cc1NC(=O)CN1CCc2ccccc2C1
    -4 | 0
COc1ccccc1C(=O)N1CCN(S(=O)(=O)c2ccccc2)CC1
    0 | -6
C[N+](C)(C)CCCCCC[N+](C)(C)C
    -13 | .
Cc1noc(C)c1C(=O)OCC(=O)NC(=O)NC12CC3CC(CC(C3)C1)C2
    6 | -12
CCOC(=O)c1nn(-c2ccc3c(c2)OCO3)cc1O
    7 | 3
CS(=O)(=O)N1CCc2cc(C(=O)N3CCOCC3)ccc21
    0 | 2
CCN(CC)c1ccc(CNC23CN4CN(CN(C4)C2)C3)cc1
    25 | 12
CCOC(=O)c1[nH]c(C)c(C(=O)OCC)c1C
    -25 | -9
O=C(COc1ccccc1)NC(=S)Nc1ccc2c3c(cccc13)CC2
    15 | .
O=c1oc(-c2ccccc2)nc2sc3c(c12)CCCC3
    -5 | .
O=C(Nc1ccccn1)Nc1cccs1
    -6 | -11
CCCCCCCCN1[C@@H](CC(=O)O)c2cc(C(F)(F)F)ccc2S1(=O)=O
    -9 | .
CCN(CC)S(=O)(=O)c1cccc2cc(C(=O)O)c(O)cc12
    20 | -5
CC1Cc2cc(/C(O)=C3/C(=O)C(=O)N(CCCn4ccnc4)C3c3ccco3)ccc2O1 (configuration not stated)
    16 | 8
C=CCNC(=S)NNC(=O)C(CCCC)CC(C)(C)O (configuration not stated)
    7 | .
Cc1cc(C)c(S(=O)(=O)N2CCC(C(=O)NCc3ccc(Cl)cc3Cl)CC2)c(C)c1
    -20 | .
C=CCn1c(C)nc2c(c1=O)c1nc3ccccc3nc1n2-c1ccc(C)cc1
    . | -9
CC(C)NC(=O)CSc1nnc(-c2ccncc2)n1-c1ccccc1
    -18 | .
COc1cccc(CNC(=O)C2CCN(c3cnccn3)CC2)c1
    -10 | 1
COc1ccc(-c2noc(CCC(=O)N3CCN(c4cccc(C(F)(F)F)c4)CC3)n2)cc1
    0 | 0
O=C(O)c1ccccc1Nc1cccc(C(F)(F)F)c1
    . | -10
O=C(CSCSCC(=O)Nc1ccc2c(c1)OCO2)Nc1ccc2c(c1)OCO2
    5 | -3
CC(=O)Nc1cccc(NC(=O)c2cc(C)on2)c1
    5 | -1
O=C(CSc1nc2c(sc3ccccc32)c(=O)n1CCCN1CCOCC1)NC1CCCC1
    4 | .
O=C(Nc1ccccc1C(F)(F)F)Nc1cccc2ccccc12
    26 | .
CC(C)Oc1ccc(C2CC(=O)NC3=C2C(=O)CCC3)cc1 (configuration not stated)
    -9 | -8

# Assay outcomes as filed in PubChem BioAssay.
